A549 tox: Nrf2 qHTS screen for inhibitors: counterscreen for cytotoxicity | A549 ARE-Fluc cells, CellTiter-Fluor viability, 18-24 h | AID 504648, 2011 | 390,000 compounds, 0.16% hits | Potency, µM (highest dose often 46 µM), for inactives: at the top dose activity change, negative = cytotoxicity, hits mostly inhibitors; also: potency is read from the fitted curve at half-maximal effect; % is scaled to controls: 0 for no effect and ±100 for the full control effect
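Cytotoxicity counterscreen: CellTiter-Fluor fluorescence was measured in A549 ARE_Fluc cells after 18-24 h of compound exposure in a concentration series. The subsequent BugLite luminescent read reports ARE-luciferase activity.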
MmCpn inh: Inhibitors of TCP-1 ring complex (TRiC) of Methanococcus maripaludis (MmCpn): qHTS; Chaperonin Mm-Cpn (Methanococcus maripaludis); purified Mm-Cpn ATPase, ADP Transcreener TR-FRET; Potency, µM (top dose mostly 76.9 µM), without a hit: top-dose activity, negative = inhibition, actives largely listed as inhibitors; 330,000 compounds, 0.031% hits; also: potency is read from the fitted curve at half-maximal effect; % is scaled to controls: 0 for no effect and ±100 for the full control effect; nearly all actives have a fitted effect of over 80% in size
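Quantitative HTS used 25 nM Mm-CPN and 10 uM ATP in magnesium/KCl Tris buffer, pH 7.4, with 1 mM DTT. Hydrolysis ran 30 min at 37°C; ADP was read by HTRF.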
Akt phos inh: HTS Assay for Inhibitors of Akt Phophorylation: Primary Screen. activity change, % for hits at 50 µM. 360,000 compounds, 0.32% hits. Neuro2A IGF-stimulated pAkt S473 HTRF, 20 min; hits give low values; in the data active = activity change below about -80%; inconclusive = mostly about -51% to -80%; also: % is scaled to controls: 0 for no effect and ±100 for the full control effect
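Neuro2A cells (4,500/well, DMEM with 0.5% FBS) were treated with compound at a single 50 µM final concentration, stimulated with 6 nM IGF for 20 min at 37 °C, and lysed. Phospho-Akt Ser473 was read by HTRF as 665/615 ratio ×10^4.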
Abeta rescue: qHTS for compounds that reverse cellular toxicity of Amyloid beta (A-beta) peptide in yeast: Primary Screen; yeast expressing A-beta42, growth rescue, OD600, 48 h; response scale: 0% DMSO, 100% iron-clioquinol control; Potency, µM (doses to about 46.1 µM), without a hit: top-dose growth rescue, actives largely listed as activators; 410,000 compounds, 0.063% hits; also: potency is read from the fitted curve at half-maximal effect; nearly all actives have a fitted effect of over 55% in size
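Yeast A-beta toxicity model in growth medium with pinned compounds, 48 h at 30 C; growth read as absorbance at 600 nm. Normalized to FeCl3/clioquinol equimolar mix (positive) and DMSO (negative).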
Nrf2 activator: qHTS of Nrf2 Activators. AREc32 ARE-luciferase reporter (MCF7-derived line), luminescence, 24 h. Potency, µM (doses to about 46.1 µM), without a hit: at the highest dose activation, hits mostly activators. 410,000 compounds, 0.31% hits. AID 624171, 2012; also: potency is read from the fitted curve at half-maximal effect; % of control where 0% means no effect; nearly all actives have a fitted effect of over 65% in size
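Steps: seed AREc32_Fluc cells (1000/well, 5% FBS OPTI-MEM); incubate overnight at 37 deg C; add 23 nL compound; incubate 24 hr; add Steady-Glo; hold 30 min RT; read luminescence.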
HepG2 tox: qHTS for Inhibitors of TGF-b: Cytotox Counterscreen | HepG2 CAGA-GFP viability, ATP luminescence, 18 h | Potency, µM (titrated, usually from 46.1 µM), for the others: at the highest dose activity change, negative = cytotoxicity, actives largely listed as cytotoxic | 410,000 compounds, 0.76% hits | AID 588856, 2011; also: potency is read from the fitted curve at half-maximal effect; some results filed as inactive show a strong effect at the top dose
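HepG2 CAGA-GFP cells (1000/well, DMEM with 1% FBS) received compound, then TGF-beta at 500 pg/mL final, and were incubated 18 hours at 37 degrees C. Viability was read by CellTiter-Glo luminescence. Media-only wells were set as complete cell-killing and DMSO as no toxicity.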
TGFb inhibitor: qHTS for Inhibitors of TGF-b; 410,000 compounds, 1.2% hits; AID 588855, 2011; HepG2 CAGA-GFP TGF-b/SMAD3 reporter, GFP fluorescence, 18 h; TGF-beta stimulated, 500 pg/mL final; Potency, µM (highest dose often 46.1 µM), for inactives: at the highest dose activity, negative = inhibition, most hits filed as inhibitors; also: potency is read from the fitted curve at half-maximal effect; % is scaled to controls: 0 for no effect and ±100 for the full control effect; nearly all actives have a fitted effect of over 65% in size
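HEPG2 CAGA-GFP reporter cells (1000/well, DMEM with 1% FBS) received compounds, then recombinant TGF-beta at 500 pg/mL final for 18 hours at 37 degrees C. Per-cell GFP summed per well was normalised to unstimulated and stimulated DMSO controls before curve fitting.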
CCT modulator: High-Throughput Screening for Modulators of Cytosolic Chaperonin Activity; AID 651819, 2012; activity change, % (concentration not given with the values), hits read low; 360,000 compounds, 0.3% hits; purified chaperonin ATPase assay, HTRF ADP detection, 30 min; in the data active = activity change below about -30%; also: % is scaled to controls: 0 for no effect and ±100 for the full control effect
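TRiC at 40 or 20 nM final (batch-dependent) in 30 mM Tris pH 7.4, 100 mM KCl, 5 mM MgCl2, 1 mM DTT, with compound at single 76 uM and 10 uM ATP, 30 min at 37 deg C. ADP detected by HTRF Transcreener, 665/615 ratio.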
Nrf2 inh: Nrf2 qHTS screen for inhibitors; A549 ARE-Fluc reporter, luciferase luminescence, 18-24 h; Potency, µM (doses to about 46 µM), for inactives: at the top dose activity change, negative = inhibition, most hits filed as inhibitors; 360,000 compounds, 2.1% hits; also: potency is read from the fitted curve at half-maximal effect; % is scaled to controls: 0 for no effect and ±100 for the full control effect; nearly all actives have a fitted effect of over 60% in size
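A549 ARE_Fluc cells (5000/well, 5% FBS OPTI-MEM) pre-incubated 2 h, then treated with compounds 18-24 h at 37C/5% CO2 in concentration-response. CellTiter-Fluor viability read first; BugLite luciferase luminescence after 15 min at room temperature gives Nrf2 activity.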
Numbers without * were called inactive; i = inactive; ? = inconclusive; . = not tested or not shown; & = joins results of further samples; [ ] = another dose, or the depositor's remark. Unless noted, calls follow the shape of the dose curve; as a rule, active = well fitted curve in the direction sought with a large enough effect; inconclusive = small, poorly fitted or top-dose-only effect, or another doubt; inactive = no such curve, though single readings can be large; an effect the other way counts as inactive or inconclusive.

SMILES | A549 tox | MmCpn inh | Akt phos inh | Abeta rescue | Nrf2 activator | HepG2 tox | TGFb inhibitor | CCT modulator | Nrf2 inh
COc1ccc(CN2CCC(n3nccc3NC(=O)c3ccc4c(c3)OCO4)CC2)cc1C | -4% | -1% | i | -3% | 2.3% | -24% | -16% | -0.5 | 14%
COc1cccc(CC2(CO)CCCN(C(=O)c3cc[n+]([O-])cc3)C2)c1 (centres undefined) | 0% | 1% | i | -12% | -0.3% | -29% | ? | -0.5 | 0%
OCc1cn(-c2ccccc2)nc1-c1ccco1 | 0% | 3% | i | -20% | ? | -33% | 6% | -1.1 | 10%
Cc1ccc(-n2c(=O)[nH]cc(C(=O)Nc3ccc4c(c3)OCCO4)c2=O)cc1 | -2% | 0% | i | 9% | -0.5% | -8% | 3% | 0.0 | -10%
O=C(NCC1CCC(C(=O)O)CC1)OCc1ccccc1 (centres undefined) | -1% | -1% | i | -6% | -1.4% | 2% | 19% | -1.9 | 1%
O=S(=O)(c1ccccc1)c1nnn2c1nc(N1CCN(c3ccccc3)CC1)c1cc(Cl)ccc12 | 6% | . | . | -16% | -0.2% | -6% | 12% | . | -11%
CCN(C(=O)C(Cc1ccccc1)NS(=O)(=O)c1cccc2nsnc12)c1ccccc1 (centres undefined) | -3% | . | . | -2% | 1.1% | -13% | -10% | . | -9%
O=C(CN1CCN(S(=O)(=O)c2ccc(F)cc2)CC1)Nc1ccccc1F | -10% | 1% | i | 0% | -0.2% | 2% | ? | -3.2 | .
COc1ccccc1Sc1ccccc1/C=N/NC(N)=O | -1% | 0% | i | -4% | 0.0%[9.22 µM] | -10% | 4% | 0.2 | ?
COc1ccc([N+](=O)[O-])cc1NC(=O)CSc1ncccn1 | -3% | -2% | i | 0% | 0.7% | 4% | 25% | 0.1 | ?
Cc1ccc(C)c(CNC(=O)c2sc3ncnc(N(C)C4CCCCC4)c3c2C)c1 | -2% | . | . | 15% | 0.0% | -16% | 12% | . | .
C/C(=N\NC(=O)Cn1ccc(C(F)(F)F)n1)c1ccc(N2CCOCC2)cc1 | 4% | 0% | i | 0% | -0.6% | 13% | 18% | 6.6 | 0%
CC1(C)CC(=O)C2=C(C1)OC(N)=C(C#N)[C@@]21C(=O)N(CC(N)=O)c2ccccc21 | 13% | 1% | i | 8% | -0.3% | -9% | 2% | -0.9 | 20%
Cc1sc2c(c1C)c(=O)n(CCc1ccccc1)c(=O)n2Cc1ccc(C(C)(C)C)cc1 | -4% | . | . | -18% | -0.1% | -3% | 4% | . | 10%
CCOc1ccccc1CNC(=O)CCn1ccc2cc(S(=O)(=O)N3CCC(C)CC3)ccc21 | -5% | . | . | 7% | 5.2% | -26% | -1% | . | ?
Cc1cccc(/C=N/NC(=O)c2ccncc2)n1 | 8% | -1% | i | -2% | -0.3% | 26% | 22% | 1.0 | 15%
Cc1nnc(SCCn2c(N3CCCCC3)nc3c2c(=O)n(C)c(=O)n3C)s1 | -10% | . | i | 6% | -0.6% | -11% | -28% | -1.2 | -14%
Cc1ccc(S(=O)(=O)CCC(=O)Nc2cc(Cl)ccc2-n2cncn2)cc1 | 1% | 1% | i | -2% | 1.5% | -10% | -21% | -1.5 | 2%
Cc1ccc(S(=O)(=O)N(C)C)cc1NC(=O)CSc1ncc(C(F)(F)F)cc1Cl | -4% | 3% | i | 1% | 0.8% | -20% | 8% | -0.3 | -29%
CC(=O)CSc1ncnc2sc3c(c12)CCC3 | 3% | -1% | i | 2% | 4.0% | 27% | 15% | 1.2 | -7%
O=C(CCN1CCCCC1)c1cccc(Cl)c1 | 8% | . | i | -7% | ? | -1% | 0% | 0.8 | 2%
Cc1ccc(NC(=O)c2cccc(S(=O)(=O)N3CCN(c4ccccc4)CC3)c2)nc1 | -11% | 0% | i | 2% | 2.8% | -3% | -14% | 1.4 | 15µM*
CCN(CC)C(=O)Cn1c(=O)n(CCCCCC(=O)NCc2ccccc2Cl)c(=O)c2sccc21 | -1% | . | . | -7% | 1.1% | -11% | -7% | . | 0%
CCc1ccc(NC(=O)c2cc(S(=O)(=O)N3CCCC3)c[nH]2)cc1 | -3% | 3% | i | -7% | -0.2% | -17% | -22% | -0.8 | -16%
CC(C)(C)NC(=O)NC(=O)COC(=O)c1cccc(OC(F)F)c1 | -1% | -3% | i | -5% | 0.1% | 6% | 2% | -0.5 | 3%
More structures follow.
SMILES | A549 tox | MmCpn inh | Akt phos inh | Abeta rescue | Nrf2 activator | HepG2 tox | TGFb inhibitor | CCT modulator | Nrf2 inh
Cc1cc(C)c(S(=O)(=O)Cc2ccccc2)c(OC(C)C)n1 | 1% | ? | i | -27% | 0.1% | 6% | 0% | -2.0 | 14%
COC(=O)C1=C(C)N(c2ccc(OC)cc2)C(=O)/C1=C\c1cccs1 | -4% | -2% | i | -15% | -0.1% | 30% | 0% | -1.1 | -14%
O=[N+]([O-])c1ccc2ccn(C3OCC(O)C(O)C3O)c2c1 (centres undefined) | -13% | -4% | i | -13% | 0.0% | -1% | -2% | -0.6 | -7%
CC1(C(=O)Nc2ccc3c(c2)OCCO3)CCC(=O)N1CC(F)(F)F (centres undefined) | . | . | i | -12% | -1.0% | 2% | 5% | 2.1 | .
O=C(Nc1ccc(Cl)cc1)c1cccnc1N1CCCCC1 | -2% | -1% | i | -14% | -0.6% | -17% | -3% | -1.1 | ?
COc1ccc(NC(=O)CC(C)C)c([N+](=O)[O-])c1 | 1% | -5% | i | 15% | 0.1% | -1% | -7% | 3.1 | 12%
COc1ccc(S(=O)(=O)n2nc(OCc3cccs3)cc2N)cc1 | 0% | . | i | -9% | -0.2% | -18% | ? | -2.8 | ?
Cc1ccc(N2C(=O)c3sc4nnc(C)c(=O)n4c3C2=O)cc1 | -3% | 1% | i | 2% | -0.6% | -18% | 20% | -1.7 | -22%
O=C(NCCCN1CCOCC1)c1nn(-c2ccccc2)c(=O)c2ccccc12 | -20% | -8% | i | -11% | -0.5% | 7% | 12% | -3.2 | ?
CC(=O)N1C(C)(C)CC(=NOC(=O)c2ccc(C)cc2)CC1(C)C | -12% | 1% | i | -1% | 0.5% | 4% | 0% | -0.1 | 4%
NC(c1ccccc1)c1csc(NC(=O)Nc2cccc(Cl)c2)n1 (centres undefined) | . | . | i | -17% | -1.8% | -99% | ? | -1.7 | .
Oc1ccccc1-n1nc2ccc3nonc3c2n1 | 1% | -3% | i | -6% | 10µM* | -10% | -29% | -0.1 | -1%
N=C(N)c1ccccc1 | 1%&-8% | 0% | i | 15%&-6% | 0.0%&0.3% | 5%&0% | 6%&7% | -0.9&-0.5 | 7%&-18%
O=C(Nc1ccc(S(=O)(=O)NC2=NCCCCC2)cc1)c1cc(S(=O)(=O)N2CCOCC2)ccc1F | ? | 0% | i | 3% | 2.2% | 18% | -3% | -3.4 | ?
COc1ccc(-c2nc(CN3CCC(C(=O)NC4CCN(Cc5ccccc5)CC4)CC3)c(C)o2)cc1OC | ? | -25% | i | 9% | 0.2% | 8% | 3% | -3.2 | -7%
COc1ccc(C(=O)Nc2cccnc2Cl)cc1OC | -1% | 1% | i | -2% | 3.0% | 14% | 9% | 0.7 | 4%
Cc1nn(-c2ccccc2)c(Cl)c1C(=O)Nc1c(C)n(C)n(-c2ccccc2)c1=O | -16%[1.84 µM] | -2% | i | 19% | 3.5% | 0% | 4% | -4.2 | ?
Cc1ccc2nc(C)cc(N/N=C/c3ccc(F)cc3)c2c1 | 0% | 2% | i | -7% | 3.5% | -5% | 7% | -0.9 | 19%
O=C(c1ccc(Cl)cc1Cl)N1CCSCC1 | 4% | -1% | i | -2% | -0.8% | 14% | 6% | -2.2 | 3%
Cc1cc([N+](=O)[O-])ccc1NC(=O)c1ccco1 | 2% | 2% | i | 1% | ? | 6% | 4% | -0.8 | 2%

As entered above.
Value of `O=C(c1ccc(Cl)cc1Cl)N1CCSCC1` under Nrf2 activator: -0.8%
Value of `Cc1ccc(S(=O)(=O)N(C)C)cc1NC(=O)CSc1ncc(C(F)(F)F)cc1Cl` under HepG2 tox: -20%

3 of these compounds in another layout.
NC(c1ccccc1)c1csc(NC(=O)Nc2cccc(Cl)c2)n1 (centres undefined)
  A549 tox = .
  MmCpn inh = .
  Akt phos inh = i
  Abeta rescue = -17%
  Nrf2 activator = -1.8%
  HepG2 tox = -99%
  TGFb inhibitor = ?
  CCT modulator = -1.7
  Nrf2 inh = .

Cc1cc(C)c(S(=O)(=O)Cc2ccccc2)c(OC(C)C)n1
  A549 tox = 1%
  MmCpn inh = ?
  Akt phos inh = i
  Abeta rescue = -27%
  Nrf2 activator = 0.1%
  HepG2 tox = 6%
  TGFb inhibitor = 0%
  CCT modulator = -2.0
  Nrf2 inh = 14%

O=C(Nc1ccc(Cl)cc1)c1cccnc1N1CCCCC1
  A549 tox = -2%
  MmCpn inh = -1%
  Akt phos inh = i
  Abeta rescue = -14%
  Nrf2 activator = -0.6%
  HepG2 tox = -17%
  TGFb inhibitor = -3%
  CCT modulator = -1.1
  Nrf2 inh = ?

Screens (PubChem BioAssay)
